Screens from PubChem.
SUMO1 PPI mod: modulators of human SUMO1-mediated protein-protein interactions; P63165; SUMO1 binding to a labelled peptide, TR-FRET, 1 h; inhibition, % at 20 µM; 360,000 tested, 0.33% active; AID 602429; in the data active = inhibition above about 37%
Rpn11 block: Rpn11 (human) deubiquitinase inhibition; human 26S proteasome, Ub4-pepOG fluorescence polarization; 20S core pre-blocked with epoxomicin; calls only at 20 µM; 360,000 tested, 0.59% active; AID 588493;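 active = inhibition at 20 µM, scaled to each plate's controls, above about 33%, limit read from the data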
Target sequence (O00487 whole entry, looked up): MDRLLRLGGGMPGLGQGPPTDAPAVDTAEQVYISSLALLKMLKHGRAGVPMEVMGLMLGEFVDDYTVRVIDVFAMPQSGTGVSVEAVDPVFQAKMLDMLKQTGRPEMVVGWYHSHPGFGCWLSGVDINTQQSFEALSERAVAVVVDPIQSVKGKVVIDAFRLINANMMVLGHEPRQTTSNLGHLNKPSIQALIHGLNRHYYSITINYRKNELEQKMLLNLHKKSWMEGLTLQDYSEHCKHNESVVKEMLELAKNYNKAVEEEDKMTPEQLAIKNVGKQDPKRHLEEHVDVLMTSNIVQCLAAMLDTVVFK
TbMetRS inhib: blocks T. brucei methionyl-tRNA synthetase activity | purified T. brucei MetRS, ATP depletion, Kinase-Glo luminescence | inhibition, % at 11.9 µM | 360,000 tested, 0.4% active | AID 624268;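 active = inhibition above a per-plate cutoff of the control wells' mean inhibition plus 3 SD, cut at about 5.5% in these data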;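 note: 0% = DMSO wells median and 100% = median of wells with control inhibitor compound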
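Material: parasite MetRS enzyme / Replication: singlicate, one well per compound / Signal: luminescence of leftover ATP / Schedule: 2 h aminoacylation at 25 °C after 15 min preincubation / Medium: HEPES-MgCl2-KCl buffer plus DTT, spermine, BSA, pyrophosphatase / Doses: 11.9 µM single point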
CSN inh: inhibitors of human CSN-mediated cullin deneddylation | Q92905 | Purified CSN, SCF-Nedd8-OG deneddylation, fluorescence polarization | inhibition, % at 12.5 µM | 360,000 tested, 0.38% active;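 active = pattern-corrected inhibition above about 35%, with an unprinted fluorescence ratio check between 0.5 and 1.5, limit read from the data, passing the limit was not always enough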;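 note: 0% = enzyme with substrate and 100% = substrate without enzyme; some results filed as inactive read as strong as hits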
Target sequence (Q92905 whole entry, looked up, one chain of several): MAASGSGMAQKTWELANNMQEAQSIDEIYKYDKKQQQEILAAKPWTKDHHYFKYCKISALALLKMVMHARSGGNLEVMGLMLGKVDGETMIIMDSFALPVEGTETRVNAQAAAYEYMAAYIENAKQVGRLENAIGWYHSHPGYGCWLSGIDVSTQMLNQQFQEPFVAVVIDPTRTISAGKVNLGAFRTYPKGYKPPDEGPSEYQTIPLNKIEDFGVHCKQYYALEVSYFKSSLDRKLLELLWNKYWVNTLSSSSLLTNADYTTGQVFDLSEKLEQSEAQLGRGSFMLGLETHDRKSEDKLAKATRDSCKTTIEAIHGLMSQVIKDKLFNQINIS
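Assay system: purified human Csn5 enzyme expressed in HEK293T cells; measure: % inhibition; also added: SCFSkp2-Nedd8OG substrate at 10 nM final; technique: fluorescence polarization; times: reaction 90 min, room temperature; medium: Tris buffer pH 7.5, NaCl, DTT, Tween-20, trehalose, ovalbumin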
NadD inh: inhibitors of Staphylococcus aureus NadD; purified NadD enzyme, colorimetric absorbance read-out; 360,000 tested, 0.78% active; inhibition, % at 20 µM; in the data active = inhibition above about 26%; note: some compounds past the cut are filed as inactive
MsrA inh: inhibitors of bovine MsrA. purified bovine MsrA, absorbance read-out. inhibition, % at 15.5 µM. 360,000 tested, 0.75% active; in the data active = inhibition above about 4.5%;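 note: 0% = vehicle wells with enzyme and 100% = reference inhibitor wells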
STEP inh: blocks human striatal-enriched tyrosine phosphatase; recombinant STEP, OMFP fluorogenic substrate, fluorescence; inhibition, % at 20 µM; 360,000 tested, 0.25% active;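 active = inhibition at 20 µM, scaled per plate between control wells, above about 37%, limit read from the data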;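 note: 0% = DMSO with enzyme and substrate and 100% = substrate only without enzyme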
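Assay system: isolated STEP enzyme. Buffer or medium: pH 6.0 Bis-Tris with DTT and Tween 20. Also added: fluorogenic phosphatase substrate OMFP at 25 µM final. Dosing: 20 µM, 1% DMSO. Timing: 20 min reaction, room temperature, in the dark. Measured by: fluorescence intensity, excitation 480 nm, emission 540 nm. Evaluation: normalized % inhibition.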
Scp-1 inhibitor: inhibitors of human Scp-1 phosphatase; Q9GZU7; Recombinant Scp1, phosphopeptide, malachite green phosphate absorbance; inhibition, % at 20 µM; 340,000 tested, 0.88% active; AID 493091;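 active = inhibition above about 50% at 20 µM, limit read from the data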;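 note: plate controls were DMSO wells with enzyme for no effect and wells lacking enzyme for full effect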
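Test system – truncated SCP-1 phosphatase (76-261aa) · Reagent – Phosphorylated 17-residue peptide substrate · Incubation – 45 min room-temperature reaction, 5 min colour, 30 min stabiliser · Detection – colorimetric phosphate reagent with accelerator and stabiliser, absorbance at 630 nm · Measure – % inhibition at 20 µM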
DNMT1 block: blocks human DNA methyltransferase DNMT1; P26358; AID 588458; DNMT1 molecular beacon, Hinp1I cleavage, fluorescence; 360,000 tested, 0.83% active; inhibition (reported as % activation of signal), % at 10 µM; in the data active = inhibition above about 50%
LMPTP inh: blocks human LMPTP phosphatase. P24666. recombinant LMPTP-A, OMFP fluorogenic substrate, fluorescence intensity. inhibition, % at 20 µM. 360,000 tested, 0.22% active. AID 651560;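 active = compounds that cut the enzyme signal by at least half of the control window in the single-dose screen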;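 note: plate controls were DMSO wells with enzyme plus substrate for no effect and substrate without enzyme for full effect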
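Test system – LMPTP-A enzyme · Amount – LMPTP-A at 0.625 nM final in the reaction · Buffer or medium – Bis-Tris pH 6.0, DTT, detergent · Reagent – OMFP 400 µM · Doses – single 20 µM dose · Schedule – reaction 50 min, room temperature, dark · Detection – fluorescence intensity of OMFP turnover product · Evaluation – percent inhibition versus substrate-only and uninhibited controls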
* marks the source's active call; other numbers are inactive results; i = inactive; . = no result given.

Each structure is followed by: SUMO1 PPI mod, CSN inh, Scp-1 inhibitor, TbMetRS inhib, STEP inh, Rpn11 block, MsrA inh, LMPTP inh, NadD inh, DNMT1 block
COC(=O)[C@@H](NC(=O)NCc1ccccc1Cl)C(C)C
    1, 8, 1, 0.1, -8, i, 0.0, -0.9, 5, 2
CC1CC(O)(Cc2ccccc2)C(C)CN1C (centres undefined)
    -1, -3, -7, -0.9, 3, i, 0.2, -1.9, 1, -4
Cc1cc(N2C(=O)c3ccc(C(=O)Nc4ccc(CC(=O)O)cc4)cc3C2=O)no1
    -17, 4, -6, -0.2, 1, i, -0.8, -2.1, -6, 6
O=C(O)C1=CC[C@@H](c2ccc(Cl)cc2)N(S(=O)(=O)c2ccc(Cl)cc2)[C@H]1c1cccc(Cl)c1
    20, 2, 0, -0.6, 0, i, 1.3, 4.1, 11, 9
O=C(COC(=O)c1cnc(Cl)c(Cl)c1)NCc1ccc2c(c1)OCO2
    -1, -3, -6, 1.4, 1, i, 0.1, 0.6, -5, -8
Cc1cc(C)c2nc(N3CCC(C(=O)NCCN4CCOCC4)CC3)sc2c1
    3, 4, 1, -0.9, 0, i, 0.0, 0.5, 4, -2
C[C@@H](NC(=O)c1nc[nH]c1C(=O)N1CCN(C(=O)OC(C)(C)C)CC1)c1ccccc1
    0, 4, 0, -0.1, 0, i, 2.1, 0.0, 4, -2
Cc1cc(C(=O)Nc2cccc3ccccc23)n(-c2ccccc2)n1
    0, -2, -4, 0.1, 1, i, -0.3, -0.2, -2, -6
O=C(O)CN=C(NS(=O)(=O)c1ccccc1)c1ccccc1
    0, -6, 9, -0.4, 2, i, 1.3, 0.3, -3, 3
O=C(COc1ccc2ccc(=O)oc2c1)Nc1cccc(S(=O)(=O)N2CCCCC2)c1
    1, -3, -9, -0.3, -2, i, 0.3, 0.5, -7, 8

Structural class, the compounds so far containing four or more nitrogen atoms
Each structure is followed by: SUMO1 PPI mod, CSN inh, Scp-1 inhibitor, TbMetRS inhib, STEP inh, Rpn11 block, MsrA inh, LMPTP inh, NadD inh, DNMT1 block
Cc1cc(C)c2nc(N3CCC(C(=O)NCCN4CCOCC4)CC3)sc2c1
    3, 4, 1, -0.9, 0, i, 0.0, 0.5, 4, -2
C[C@@H](NC(=O)c1nc[nH]c1C(=O)N1CCN(C(=O)OC(C)(C)C)CC1)c1ccccc1
    0, 4, 0, -0.1, 0, i, 2.1, 0.0, 4, -2

Random excerpt: three compounds from above.
Each structure is followed by: SUMO1 PPI mod, CSN inh, Scp-1 inhibitor, TbMetRS inhib, STEP inh, Rpn11 block, MsrA inh, LMPTP inh, NadD inh, DNMT1 block
COC(=O)[C@@H](NC(=O)NCc1ccccc1Cl)C(C)C
    1, 8, 1, 0.1, -8, i, 0.0, -0.9, 5, 2
Cc1cc(N2C(=O)c3ccc(C(=O)Nc4ccc(CC(=O)O)cc4)cc3C2=O)no1
    -17, 4, -6, -0.2, 1, i, -0.8, -2.1, -6, 6
CC1CC(O)(Cc2ccccc2)C(C)CN1C (centres undefined)
    -1, -3, -7, -0.9, 3, i, 0.2, -1.9, 1, -4

Next part:
Each structure is followed by: SUMO1 PPI mod, CSN inh, Scp-1 inhibitor, TbMetRS inhib, STEP inh, Rpn11 block, MsrA inh, LMPTP inh, NadD inh, DNMT1 block
COc1ccc(C)cc1S(=O)(=O)N1CCN(Cc2ccccc2)CC1
    -2, 0, 0, -0.4, -3, i, 0.7, -2.1, -7, -8
Cc1cnc(C(=O)OCC(=O)NCc2ccc3c(c2)OCO3)cn1
    1, 0, -2, -0.5, 0, i, 1.0, 1.8, -6, 1
Cc1cc(=O)oc2cc(NC(=O)C(C)Oc3cccc(Cl)c3)ccc12 (centres undefined)
    0, 8, 5, -0.3, 2, i, 0.2, 0.6, 0, -1
CCOC(=O)C1CCN(CC(=O)N2C(C)CCCC2C)CC1 (centres undefined)
    -1, 3, -3, 0.1, 3, i, -0.3, -2.0, -7, 0
CCOc1ncccc1C(=O)N1CCN(c2cccc(C)c2C)CC1
    4, 2, -1, -0.7, 1, i, -0.1, 0.3, -4, -2
CC(=O)Nc1cccc(-c2ccnc3c2CC(C)(C(=O)Nc2cccnc2)O3)c1 (centres undefined)
    -2, -1, ., 0.2, 1, i, 0.0, -0.8, -1, -1
CC1=NN(C(=O)c2ccccc2F)C(O)(c2ccc(Cl)cc2)C1 (centres undefined)
    1, 0, 0, -0.1, 0, i, 1.2, -3.6, 5, -3
CCCCC(=O)NC(Nc1cc(C)ccn1)(C(=O)OCC)C(F)(F)F (centres undefined)
    -2, 0, -12, 0.0, 6, i, -0.4, -2.7, 2, -2
COc1cc(C(=O)N2CCN(CCCc3ccccc3)CC2)cc(OC)c1OC
    2, 5, -11, 0.2, 1, i, 0.6, -2.5, -5, 4
O=C(C1=C[C@@H](c2coc3ccccc3c2=O)C[C@@H](OCCCCO)O1)N1CCN(Cc2ccc3c(c2)OCO3)CC1
    5, -2, -5, 0.9, -1, i, -0.4, -0.6, -6, -4
COC(=O)C1CCN(S(=O)(=O)c2cn(C)c(=O)n(C)c2=O)CC1
    -1, 4, -1, -0.5, -4, i, 0.2, -2.2, -1, 3
